# From PubChem
# PAFAH2 inh – inhibitors of human PAFAH2 | recombinant PAFAH2, FP-rhodamine activity probe, fluorescence polarization | AID 492956 | Q99487 | 340,000 tested, 0.99% active | inhibition, % at 3.39 µM;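 active = inhibition above the mean over all tested compounds plus 3 SD, cut at about 30% in these data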;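 note: inhibitors block probe labeling of enzyme so polarization drops; 0% = enzyme with DMSO and 100% = wells lacking PAFAH2 protein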
# LYPLA2 inh – counter-screen for PME1 inhibitors: inhibitors of human LYPLA2. recombinant LYPLA2, FP-Rh probe fluorescence polarization. inhibition, % at 5.9 µM. 320,000 tested, 0.38% active. AID 2177;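 active = inhibition above the screen-wide mean plus 3 SD, limit set per campaign, cut at about 26% in these data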;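 note: 0% = LYPLA2 with DMSO and 100% = wells lacking LYPLA2 enzyme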
# Target sequence (O95372 whole entry, looked up): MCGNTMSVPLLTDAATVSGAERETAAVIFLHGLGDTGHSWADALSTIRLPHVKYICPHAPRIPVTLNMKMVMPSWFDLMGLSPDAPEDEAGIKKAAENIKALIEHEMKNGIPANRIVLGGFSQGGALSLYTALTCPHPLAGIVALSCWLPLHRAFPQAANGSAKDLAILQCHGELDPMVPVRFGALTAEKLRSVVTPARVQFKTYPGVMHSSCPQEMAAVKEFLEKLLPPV
# PAFAH1B3 FP inh – PAFAH1B3 (human) inhibition. 340,000 tested, 0.28% active. AID 492972. Q15102. recombinant PAFAH1B3, FP-rhodamine probe, fluorescence polarization. inhibition, % at 3.39 µM;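 active = inhibition above the screen-wide average of all tested compounds plus 3 SD, cut at about 25% in these data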;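 note: 0% = enzyme with DMSO only and 100% = wells lacking PAFAH1B3 protein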
# Target sequence (Q15102 whole entry, looked up): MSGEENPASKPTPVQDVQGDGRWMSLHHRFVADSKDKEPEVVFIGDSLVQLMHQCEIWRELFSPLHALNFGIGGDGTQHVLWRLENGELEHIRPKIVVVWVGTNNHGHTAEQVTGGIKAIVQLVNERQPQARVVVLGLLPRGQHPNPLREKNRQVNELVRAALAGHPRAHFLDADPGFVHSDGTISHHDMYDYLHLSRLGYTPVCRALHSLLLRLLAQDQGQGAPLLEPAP
# LYPLA1 counter – blocks human lysophospholipase 1, a PME1 counter-screen; O75608; recombinant LYPLA1, FP-Rh probe fluorescence polarization; inhibition, % at 5.9 µM; 320,000 tested, 0.16% active; AID 2174;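 active = inhibition above the mean of all tested compounds plus 3 SD, set per campaign, cut at about 14% in these data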;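 note: inhibitors block serine hydrolase probe labeling of LYPLA1 so polarization falls; 0% = enzyme with DMSO and 100% = wells lacking LYPLA1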
# Target sequence (O75608 whole entry, looked up): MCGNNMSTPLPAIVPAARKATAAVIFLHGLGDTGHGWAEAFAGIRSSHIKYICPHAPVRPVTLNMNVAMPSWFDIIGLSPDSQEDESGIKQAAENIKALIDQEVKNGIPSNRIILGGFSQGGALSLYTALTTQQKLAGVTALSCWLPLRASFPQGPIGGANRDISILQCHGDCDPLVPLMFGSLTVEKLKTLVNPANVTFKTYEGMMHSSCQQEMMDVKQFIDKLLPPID
# ZTA DNA inh – counter-screen for EBNA-1 inhibitors: inhibitors of Epstein-Barr virus ZTA | ZTA-DNA binding, fluorescence polarization | inhibition, % at 11 µM | 320,000 tested, 0.15% active | P03206; in the data active = inhibition above about 33%
# EBNA-1 inhibitor – blocks EBNA-1 binding to DNA | EBNA-1 DNA binding, fluorescence polarization | inhibition, % at 14.8 µM | 300,000 tested, 0.34% active | AID 1950; in the data active = inhibition above about 28%
# PREPL inhibitor – inhibits the human prolyl oligopeptidase-like enzyme | Q4J6C6 | recombinant PREPL, fluorescence polarization activity-based probe | inhibition, % at 5.96 µM | 320,000 tested, 0.68% active; in the data active = inhibition above about 43%;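 note: 0% = enzyme with DMSO and 100% = wells lacking enzyme; many of its hits are not listed in these tables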
# PAFAH1B2 FP inh – inhibitors of human PAFAH1B2; P68402; recombinant PAFAH1B2, FP-rhodamine activity probe, fluorescence polarization; inhibition, % at 3.39 µM; 340,000 tested, 1.2% active; AID 492953;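 active = inhibition above the mean of all tested compounds plus 3 SD, cut at about 24% in these data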;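 note: 0% = enzyme with DMSO and 100% = wells lacking PAFAH1B2; many of its hits are not listed in these tables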
# Target sequence (P68402 whole entry, looked up): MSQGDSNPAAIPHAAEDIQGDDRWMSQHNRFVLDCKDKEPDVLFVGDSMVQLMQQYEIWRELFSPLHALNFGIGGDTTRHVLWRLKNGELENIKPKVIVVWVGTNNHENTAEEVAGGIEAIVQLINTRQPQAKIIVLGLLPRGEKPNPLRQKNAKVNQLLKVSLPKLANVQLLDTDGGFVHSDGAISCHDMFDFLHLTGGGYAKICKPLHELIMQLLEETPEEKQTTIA
# pPAFAH FP inh – inhibitors of human plasma PAF acetylhydrolase (pPAFAH) | recombinant pPAFAH, FP-rhodamine probe fluorescence polarization | AID 463082 | 330,000 tested, 1.5% active | Q13093 | inhibition, % at 3.39 µM;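 active = inhibition above the mean inhibition across the screen plus 3 SD, cut at about 25% in these data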;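 note: inhibitors block binding of the rhodamine activity-based probe so polarization drops; 0% = enzyme with DMSO and 100% = wells lacking pPAFAH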
# * = called active by the depositor; · = not tested or not shown. Only part of the results is shown; count on the stated rates, not on these rows.
SMILES,PAFAH2 inh,LYPLA2 inh,PAFAH1B3 FP inh,LYPLA1 counter,ZTA DNA inh,EBNA-1 inhibitor,PREPL inhibitor,PAFAH1B2 FP inh,pPAFAH FP inh
C[C@@H]1CN([C@H](C)CO)C(=O)c2cccc(NC(=O)Nc3ccc(C(F)(F)F)cc3)c2O[C@H]1CN(C)S(=O)(=O)c1cccs1,-16,·,-21,·,·,·,17,-4,-1
COc1ccc(/C=N\NC(=O)C2CCCC2)cc1Br,0,1,7,1,4,7,5,1,1
NC(=O)COC(=O)CC1CC2CCC1C2 (configuration not stated),12,-5,0,-2,-15,-2,16,9,1
COc1cc2[nH]c(=O)n(Cc3ccccc3Cl)c(=O)c2cc1OC,-10,-2,4,-3,-7,39*,8,-3,-7
Cc1nn(S(=O)(=O)c2ccc(Cl)cc2)c(C)c1S(=O)(=O)N1CCOCC1,1,3,4,4,-13,1,-2,1,4
COc1ccc(/C=C2\SC(=O)NC2=S)cc1OC,9,2,10,-1,-4,-5,10,1,2
CCN(c1ccccc1)S(=O)(=O)c1ccc2c(c1)CC(C)N2C(=O)C1CC1 (configuration not stated),4,-5,3,-2,-2,-10,7,4,5
O=C(CN1C(=O)NC2(CCCCCCC2)C1=O)Nc1ccc(OC(F)F)cc1,2,·,8,·,·,·,9,4,0
O=c1[nH]cnc2c1sc1nc(-c3ccccc3)c3c(c12)CCCC3,-4,0,0,2,-4,-7,-5,3,1
Cn1ncc(C#N)c1/N=C/N1CCCCCC1,-12,1,1,-1,9,4,-3,1,3
Cc1ccc(CS(=O)(=O)CC(C)(O)c2ccccc2)cc1 (configuration not stated),0,-2,5,0,6,9,-1,9,8
S=c1[nH]nc(-c2ccc(Br)cc2)n1Cc1ccco1,2,7,2,2,-4,1,-5,3,9
CCN1CCN(CCNC(=O)c2ccc(CS(=O)(=O)c3c(Cl)cccc3Cl)o2)CC1,-1,-8,1,-1,12,3,-25,2,2
Cc1ccc2nc(N3CC(C)OC(C)C3)nc(-c3ccccc3)c2c1 (configuration not stated),-1,1,9,0,-3,-8,10,-1,-2
CC(C)CNC(=O)COc1ncnc2ccccc12,7,5,-3,3,6,6,-3,4,2
CN(C)S(=O)(=O)c1cc(NC(=O)c2ccc(-n3ccnc3)c([N+](=O)[O-])c2)ccc1Cl,-3,-16,7,-13,-8,3,4,9,8
CN(C(=O)COc1ncnc2c1cnn2-c1ccccc1)C1CCCCC1,1,-2,6,4,-14,-10,-8,8,2
Cc1ccc(/C=N/NC(=O)c2cc3c(s2)CCCC3)o1,0,-5,2,-7,0,·,8,-5,0
Cc1cc(SCC(=O)N(C)c2c(N)n(Cc3ccccc3)c(=O)[nH]c2=O)nc2ccccc12,9,-2,6,-1,3,0,-14,8,-4
COc1ccc(C(=O)NNC(=S)NC(=O)c2ccco2)cc1,-16,0,-4,0,1,-10,0,4,1

# Quoted at random: 4 entries already listed, in no set order.
SMILES,PAFAH2 inh,LYPLA2 inh,PAFAH1B3 FP inh,LYPLA1 counter,ZTA DNA inh,EBNA-1 inhibitor,PREPL inhibitor,PAFAH1B2 FP inh,pPAFAH FP inh
C[C@@H]1CN([C@H](C)CO)C(=O)c2cccc(NC(=O)Nc3ccc(C(F)(F)F)cc3)c2O[C@H]1CN(C)S(=O)(=O)c1cccs1,-16,·,-21,·,·,·,17,-4,-1
COc1ccc(C(=O)NNC(=S)NC(=O)c2ccco2)cc1,-16,0,-4,0,1,-10,0,4,1
O=C(CN1C(=O)NC2(CCCCCCC2)C1=O)Nc1ccc(OC(F)F)cc1,2,·,8,·,·,·,9,4,0
COc1ccc(/C=C2\SC(=O)NC2=S)cc1OC,9,2,10,-1,-4,-5,10,1,2

# Next entries:
SMILES,PAFAH2 inh,LYPLA2 inh,PAFAH1B3 FP inh,LYPLA1 counter,ZTA DNA inh,EBNA-1 inhibitor,PREPL inhibitor,PAFAH1B2 FP inh,pPAFAH FP inh
Cc1ccsc1/C=N/NC(=S)NCCc1ccccc1,2,-4,-5,-3,-4,-4,6,0,-1
O=[N+]([O-])c1cc(-c2nc(-c3ccncc3)no2)cc([N+](=O)[O-])c1,-7,11,11,8,-18,-7,19,5,6
CNC(=O)c1cc2c(cn1)[nH]c1ccccc12,-1,5,6,2,-8,0,1,-1,1
CN(Cc1cccs1)C(=O)c1cc(S(=O)(=O)N2CCOCC2)ccc1F,1,7,11,-2,-19,·,15,6,-1
CCOC(=O)[C@@H]1[C@H]2COc3cc(OC)ccc3[C@@H]2N2C(=O)N(c3cccc(C)c3)C(=O)[C@]12C,2,·,11,·,·,·,-22,4,1
COc1ccccc1-c1coc2c(CN3CCCC(C)C3)c(O)ccc2c1=O (configuration not stated),-6,-11,-3,-5,3,-8,-2,-1,-6
CC(C)OC(=O)CC(NC(=O)OC(C)(C)C)c1ccccc1 (configuration not stated),·,-6,·,0,5,8,24,·,4
Cc1nn(C)cc1S(=O)(=O)Nc1ccc(F)c(F)c1,0,5,-2,4,-10,12,12,5,10
COc1ccc(OC)c(C2C(C#N)=C(N)Oc3cc(N)ccc32)c1 (configuration not stated),3,4,0,-2,-6,5,20,0,36*
CCC(C)Sc1ccc(-c2nc3cc(C)ccn3c2NC2CCCCC2)cc1 (configuration not stated),0,·,1,·,·,·,17,-4,7
Cc1nc(Sc2ccc(Br)cc2)c(C#N)c(C)c1[N+](=O)[O-],0,3,13,-2,-1,6,5,0,0
Cc1c(-c2ccc(Br)cc2)[n+](=O)c2c(n1[O-])CCCC2,1,3,4,0,9,-3,-10,-1,-1
O=c1cc(O)c2c(=O)n(-c3ccccc3)c3c(c2o1)CCCCC3,-1,1,2,0,19,9,2,5,3
CCN1/C(=C/c2ccc3ccc(C)cc3[n+]2CC)Sc2ccccc21,·,-11,·,-3,6,0,53*,·,-3
O=C(CC1C(=O)NCCN1C(=O)Nc1ccc(F)cc1)Nc1ccc(F)cc1 (configuration not stated),5,-3,10,-2,9,-2,6,6,-4
COC(=O)C1=C(C)N(C)C(C)=C(C(=O)OC)C1c1cccc(Br)c1,0,0,10,-2,-6,-2,0,1,3
Cc1cc(NC(=O)CCC(=O)N(CC(=O)NCC2CCCO2)c2ccccc2C)no1 (configuration not stated),3,-5,0,0,8,12,1,3,-2
Cc1cccc(C(=O)NC(NCCc2ccccc2)C(Cl)(Cl)Cl)c1 (configuration not stated),-12,-1,-7,4,-8,5,-55,6,5
O=C1OCC/C1=C\c1ccc(O)cc1,2,-3,2,-4,-2,-7,2,1,3
CC(=O)Nc1cccc(OCCCOc2ccc([N+](=O)[O-])cc2)c1,3,12,10,-1,2,-10,-1,11,6
O=C(Nc1cccc(C(=O)N2CCOCC2)c1)c1ncn[nH]1,-4,-2,2,-5,-8,-9,-9,-2,-3
Cc1ccc2nc(N(CCCN(C)C)C(=O)c3ccc(S(=O)(=O)N4CCCCCC4)cc3)sc2c1,6,6,4,-4,13,10,-4,-2,1
Cc1cc(C)c(NC(=O)COc2nncc3ccccc23)c(C)c1,-3,6,7,0,1,9,-2,-5,0
NCCCC[C@H]1CN=C(N)N1CC1CCCCC1,2,-2,8,-2,-2,-1,9,0,0
CC(C)CCOC(=O)C1[C@H]2C(=O)N(Cc3cccs3)C[C@]23C=C[C@H]1O3 (some centres not stated),0,3,1,2,8,-1,8,0,-1
Cc1nc2cc(C(=O)OCC(=O)N(CC(C)C)C3CCS(=O)(=O)C3)ccc2n1-c1ccccc1 (configuration not stated),-10,0,0,-4,2,-8,2,5,5
COc1ccc(COC(=O)C2CCN(C(=O)c3ccc(Cl)cc3)CC2)cc1F,-6,11,5,1,3,·,7,2,3
O=C(COC(=O)/C=C/c1cccc(F)c1)Nc1ncccn1,11,7,7,0,-3,-4,3,-1,6
COCc1n[nH]c(=S)n1-c1cccc2ccccc12,2,0,-1,1,12,-6,-11,1,3
CC(C)c1ccc(N(C(=O)c2csnn2)C(C(=O)NC(C)(C)C)c2ccncc2)cc1 (configuration not stated),-3,-3,6,-1,5,13,-1,-3,3
COc1cccc(S(=O)(=O)N2CCN(C(=O)c3ccco3)CC2)c1,4,5,6,1,7,1,0,1,-2
CC(=O)CCc1oc2ccc(C)cc2c1-c1ccccc1,2,-4,-11,-4,-12,-4,-9,0,2
O=C(O)CSc1nnc(-c2ccc(Cl)cc2Cl)n1-c1ccccc1,8,4,6,2,-4,-1,18,14,1
Cc1cc(NC(NC(=O)c2ccco2)(C(F)(F)F)C(F)(F)F)no1,-4,4,-1,-2,-23,-7,0,4,-2
COCCNC(=O)CCc1ccc(S(=O)(=O)Nc2ccc(C)cc2)cc1,1,6,-4,2,-15,-3,0,12,25*
O=c1o[nH]c(-c2ccccc2)c1-c1ccccc1,·,2,·,1,-10,-5,-2,·,1
COC(=O)c1[nH]c2ccc(C)cc2c1NC(=O)CN1CCN(Cc2ccccc2)CC1,9,-2,3,1,6,0,35,-1,5
COC(=O)c1ccc(CSc2nnc(CNC(=O)c3ccc(OC)cc3)o2)o1,-2,-4,0,-4,5,-1,-7,-1,1
Cc1nc2c(oc3ccc(Cl)cc32)c(=O)[nH]1,-2,-1,2,-3,5,10,-3,7,4
COCCn1cnc2c1c(=O)n(Cc1ccc(Br)cc1)c(=O)n2Cc1ccccc1,-9,5,1,5,-14,8,8,1,2
COc1ccc(-c2cc(C(=O)NC3CCCC3)c3ccccc3n2)cc1OC,-11,3,2,0,-2,-13,-1,-4,-2
COC(=O)c1cn(NC(=O)/C=C/c2ccc(OC)c(OC)c2)c(=O)c2ccccc12,-3,-3,1,0,-1,-10,-2,-2,3
Cc1cc(C)cc(NC(=O)CN2CCc3cc4c(cc3C2C)OCCCO4)c1 (configuration not stated),-1,-6,1,-2,-7,-11,0,1,-11
Cc1ccc(NC(=O)c2cnccn2)c(Br)c1,-2,4,11,1,-2,-6,5,-1,-3
COc1ccc2oc(C)c(C(=O)Cn3ccnc3)c2c1,11,-5,1,-2,0,-6,-7,4,1
O=C(NCCCCc1ccccc1)C1CC(c2ccccc2C(F)(F)F)=NO1 (configuration not stated),2,-4,-4,-5,-11,-12,4,13,5
CN(C)C1(CNC(=O)c2cccc(S(=O)(=O)NCc3ccccc3)c2)CCCCC1,2,4,0,-2,-3,·,-8,7,2
Cc1ccc(S(=O)(=O)N2CCN(Cc3ccccc3)CC2)cc1,-6,-6,1,-2,0,-3,-7,4,3
COc1ccc(CNC(=O)CSc2nccn(-c3ccc(F)c(F)c3)c2=O)cc1,5,2,4,1,-6,0,0,3,2
Clc1ccc(C2NCCc3sccc32)cc1 (configuration not stated),2,-3,-9,-3,2,-1,-26,-3,2
CC1(C)CC(=O)C2=C(C1)Nc1[nH]c(=S)[nH]c(=O)c1C2c1ccccc1 (configuration not stated),-1,-1,2,-3,19,8,5,17,2
COC(=O)c1c(-c2cccnc2)csc1NC(=O)c1cc(C)on1,-2,-7,5,-1,-5,3,14,4,2
CCCN(CC(=O)Nc1ccccc1C)C(=O)c1ccc(=O)n(Cc2ccccc2)n1,4,4,7,3,-10,6,13,-4,-3
CC(=O)C1=C(C)NC(SCC(=O)c2ccc(C)cc2)=C(C#N)C1c1ccco1 (configuration not stated),·,-5,·,-5,9,-5,31,·,12
COc1ccccc1OCCCCN1CCN(C(c2ccccc2)c2ccccc2)CC1,-5,3,6,-2,5,11,6,0,10
Oc1ccc(C2=NNC(=NCc3ccc4c(c3)OCO4)SC2)c(O)c1,22,-1,11,0,7,4,35,4,7
CCCCOc1ccc(C(=O)NN2CCN(C)CC2)cc1,5,-1,2,-1,1,-2,2,-1,0
